# STK33 kinase inh – inhibitors of human STK33 kinase; Q9BYT3; purified STK33, MBP phosphorylation, ADP-Glo luminescence; inhibition, % at 10 µM; actives 0.073% (n = 320,000);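 active = inhibition at or above 25%, using the most active replicate where run in duplicate; inactive = inhibition below 25%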
# Target sequence (Q9BYT3 whole entry, looked up): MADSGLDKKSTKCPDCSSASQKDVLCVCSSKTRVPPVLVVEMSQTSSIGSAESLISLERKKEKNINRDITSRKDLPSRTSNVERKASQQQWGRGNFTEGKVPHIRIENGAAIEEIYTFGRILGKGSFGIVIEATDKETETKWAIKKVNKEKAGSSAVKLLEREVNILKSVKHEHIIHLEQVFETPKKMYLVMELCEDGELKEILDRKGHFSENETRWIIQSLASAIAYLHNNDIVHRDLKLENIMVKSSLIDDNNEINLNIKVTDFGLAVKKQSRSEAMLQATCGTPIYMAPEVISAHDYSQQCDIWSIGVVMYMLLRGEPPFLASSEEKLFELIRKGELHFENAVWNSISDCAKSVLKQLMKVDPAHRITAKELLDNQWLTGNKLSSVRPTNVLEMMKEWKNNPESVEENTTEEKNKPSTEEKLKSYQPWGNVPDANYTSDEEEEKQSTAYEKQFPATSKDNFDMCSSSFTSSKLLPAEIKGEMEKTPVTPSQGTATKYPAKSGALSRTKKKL
# OX1R antag-1 – antagonists of human orexin 1 receptor (OX1R); O43613; AID 485270; actives 1.8% (n = 330,000); inhibition, % at 6.6 µM; OX1R-expressing cells, FRET antagonist read-out; in the data active = inhibition mostly above about 38%, no sharp cut-off; inactive = mostly below about 40%;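 note: 0% = agonist challenge alone and 100% = reference antagonist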
# Target sequence (O43613 whole entry, looked up): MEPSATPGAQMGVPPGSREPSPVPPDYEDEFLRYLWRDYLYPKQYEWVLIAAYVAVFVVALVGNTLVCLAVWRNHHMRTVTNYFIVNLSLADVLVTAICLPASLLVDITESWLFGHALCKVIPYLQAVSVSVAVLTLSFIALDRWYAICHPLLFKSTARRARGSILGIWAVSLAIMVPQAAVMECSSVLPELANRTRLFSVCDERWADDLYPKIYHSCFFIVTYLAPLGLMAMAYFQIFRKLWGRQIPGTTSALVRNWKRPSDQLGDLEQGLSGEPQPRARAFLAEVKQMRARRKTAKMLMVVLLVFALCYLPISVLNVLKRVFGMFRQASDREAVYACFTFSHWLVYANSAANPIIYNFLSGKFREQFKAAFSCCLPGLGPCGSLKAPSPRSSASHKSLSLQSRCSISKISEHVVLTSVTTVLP
# OX1R antag-2 – human HCRTR1 antagonism. actives 0.43% (n = 330,000). AID 434989. CHO/OX1R cells, Fluo-8 calcium fluorescence, orexin A. inhibition, % at 5 µM;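 active = inhibition above its plate's threshold, mean inhibition of all tested compounds on the plate plus 3 SD, cut at about 37% in these data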;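 note: 0% = orexin A challenge wells and 100% = SB-334867-A antagonist wells; not every result past the cut was called active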
# * hit, by the source's call; x = no result given.
SMILES,STK33 kinase inh,OX1R antag-1,OX1R antag-2
CCOC(=O)CC1C(=O)NCCN1C(=S)NC(=O)c1ccccc1OC (configuration not stated),-0.1,-2,-2
Nc1ccc(SCCN2C(=O)c3ccccc3C2=O)cc1,-1.2,17,-13
O=C(c1cc(-c2ccc(F)cc2)nc2ccccc12)N1CCC1,-0.3,6,-20
CCC(=O)Oc1cccc(C(=O)Nc2ccc(-c3nnc(-c4ccco4)o3)cc2)c1,-1.7,44,-4
CCOC(=O)[C@@H]1[C@H]2COc3ccccc3[C@@H]2N2C(=O)N(c3cccc(F)c3)C(=O)[C@]12C,-1.3,4,-23
CC(C)CNC(=O)CSc1nnc(-c2ccccn2)n1Cc1ccccc1,-3.1,33,-11
Cc1ccc(OCC(=O)NNC(=O)Cc2ccc(S(=O)(=O)N3CCOCC3)s2)cc1,-1.1,8,-5
CCCC(=O)Nc1nc(-c2ccccc2)ns1,x,28,-13
COc1cc(CN2CCNC(=O)C2CC(=O)NCc2csc(C(C)C)n2)cc(OC)c1 (configuration not stated),-1.9,4,-22
COc1ccc(NC(=O)C2CCCN(S(=O)(=O)c3c(C)[nH]c(=O)[nH]c3=O)C2)cc1Cl (configuration not stated),-3.0,8,-2
CC(C)c1ccc(NC(=O)COC(=O)c2ccc(CN3CCCC3=O)cc2)cc1,-0.3,7,-18
CN(C)C(=O)c1cc(C(=O)c2ccccc2Cl)c[nH]1,0.1,19,-8
CCN(CC)c1ccc(NC(=O)CSc2n[nH]c(-c3ccco3)n2)cc1,x,23,-8
COc1cccc(NC(=O)Nc2cccn(Cc3ccccc3)c2=O)c1,-0.9,26,-19
CSc1ccccc1Nc1ncnc(N)n1,0.5,3,-19
O=C(NCc1ccccc1)c1onc(CSc2ccncc2)c1C(=O)NCc1ccccc1,0.9,16,-26
CC(C)(C)c1nnc(N/N=C/c2ccc(Br)cc2)n(N)c1=O,0.7,20,-30
O=C(CC1C(=O)NCCN1Cc1ccc(-c2ccccc2)cc1)NCc1ccccc1 (configuration not stated),-1.8,13,6
NC(=O)COc1ccc(C(=O)NCC2(N3CCOCC3)CCCCC2)cc1,-0.3,6,-2
CCOC(=O)C[n+]1ccc2c([nH]c3ccccc32)c1C,-1.6,7,-7
Cc1ccccc1NC(=O)c1ccc2c(c1)OCCO2,-0.5,6,-10
Cc1[nH]nc2c1-c1nc3ccccc3nc1C(C)(C)C2,10,23,-12
Cc1ccc(NC(=O)CSc2nnc(CCNC(=O)OC(C)(C)C)o2)c(C)c1,0.0,2,-23
CCOc1ccc(N(CC(=O)N/N=C/c2ccc(OC(C)C)cc2)S(C)(=O)=O)cc1,0.1,6,-23
CCOC(=O)Nc1c(C(=O)OC)[nH]c2cccc(OC)c12,-1.3,14,-32
CN(C(=O)c1ccco1)c1nc2c(s1)CCCC2,1.0,27,-13
O=C1CC(c2ccc(O)cc2)Oc2cc(O)cc(O)c21 (configuration not stated),4.5,18,2
Cc1ccc(N2C(=O)C3C(C(=O)c4ccccc4)=NN(c4ccccc4)C3C2=O)cc1 (configuration not stated),x,6,-20
O=C(COC(=O)/C=C/c1ccc(C(F)(F)F)cc1)NCc1ccco1,-3.2,4,-15
COc1cc2c(cc1NC(=O)CN(C)Cc1ccc(OC)c(OC)c1)oc1ccccc12,-0.8,43,-44
CCCCNC(=O)c1sc2nc(C)cc(COC)c2c1-n1cccc1,0.0,2,-43
COc1ccc(NC(C)=O)cc1NC(C)c1nc2sc(C)c(C)c2c(=O)[nH]1 (configuration not stated),-0.3,26,-33
CCC(C(=O)N/N=C(\C)c1cccnc1)c1ccccc1 (configuration not stated),-0.8,15,-26
CCOC(=O)C1(C/C(C)=N/NC(N)=O)CC(C)(C)OC1=O (configuration not stated),-0.6,17,2
COC(=O)c1cc(C(=O)OC)n(Cc2ccc(F)cc2)n1,-0.8,2,-14
Cc1nn2c(N)csc2nc1=O,-1.0,30,-16

# Whole records as entered above. Values in the order: STK33 kinase inh | OX1R antag-1 | OX1R antag-2
# `CCC(C(=O)N/N=C(\C)c1cccnc1)c1ccccc1` (configuration not stated) is listed with -0.8 | 15 | -26
# `O=C(COC(=O)/C=C/c1ccc(C(F)(F)F)cc1)NCc1ccco1` is listed with -3.2 | 4 | -15
# `COC(=O)c1cc(C(=O)OC)n(Cc2ccc(F)cc2)n1` is listed with -0.8 | 2 | -14
# `COc1cc2c(cc1NC(=O)CN(C)Cc1ccc(OC)c(OC)c1)oc1ccccc12` is listed with -0.8 | 43 | -44

# Next compounds follow:
SMILES,STK33 kinase inh,OX1R antag-1,OX1R antag-2
OC(CN1CCCCC1)Cn1c2ccc(Cl)cc2c2cc(Cl)ccc21 (configuration not stated),-1.2,4,-1
Cc1ccc(NC(=O)COC(=O)CCc2c[nH]c3ccccc23)c(C)c1,-1.9,3,-2
Cc1ccc(C)n1-n1cnc2sc3c(c2c1=O)CCC3,0.7,21,-18
CC(=O)Nc1cccc(NC(=O)COC(=O)CO/N=C(\C)c2ccc3c(c2)OCO3)c1,0.2,74*,22
COC(=O)c1ccc(/C=N/NC(=O)CC(=O)NCc2cccnc2)cc1,-3.2,19,-17
Cc1c(C(=O)N2CCN(CCc3ccccc3)CC2)oc2ccccc12,-2.9,16,-32
COc1ccc(N(CC(=O)Nc2ccc(C(N)=O)cc2)S(=O)(=O)c2ccc(C)c([N+](=O)[O-])c2)cc1,-0.4,29,-11
Cn1c(CO)cnc1SCc1ccc(F)cc1,0.5,11,4
O=C(Nc1cccnc1)c1ccc(Cl)c(S(=O)(=O)N2CCCC2)c1,0.5,5,-1
COc1cc(C(=O)Nc2cc(C(F)(F)F)ccc2N2CCOCC2)ccc1O,0.4,10,-37
COc1ccc(S(=O)(=O)N2CCC(C(=O)NCc3cccnc3)CC2)cc1C,0.6,12,-60
Clc1ccccc1Cc1noc(CN2CCN(c3cnccn3)CC2)n1,-0.7,21,-18
C/C(=N\NC(=O)c1cccs1)c1cccnc1,5.3,32,-8
O=c1cc(N2CCOCC2)cnn1-c1ccccc1,0.5,15,4
CC1Nc2ncnc(N3CCc4ccccc4C3)c2N(Cc2ccc(Br)cc2)C1=O (configuration not stated),-0.1,19,-23
CC(C)Oc1cccc(C(=O)O)c1,-0.3,15,-5
CS(=O)(=O)N1CCN(c2nc(-c3ccc(F)cc3)cs2)CC1,-3.0,15,-6
O=C(Cn1nc(-c2ccccc2F)ccc1=O)Nc1ccc(S(=O)(=O)N2CCCCCC2)cc1,-1.3,24,7
CC1CCN(C(=O)c2nc[nH]c2C(=O)OCCNC(=O)OC(C)(C)C)CC1,-0.7,8,1
CC(C)(C)c1ccc(C(=O)NCC(=O)NNC(=O)c2ccccc2O)cc1,-0.7,12,-5
CN(C(=O)CSc1nnc(-c2c[nH]c3ccccc23)o1)C1CCS(=O)(=O)C1 (configuration not stated),-5.3,17,-12
O=C(c1cc(N2CCOCC2)c(F)cc1[N+](=O)[O-])N1CCOCC1,0.6,23,-4
CCOc1cc(/C=C2/SC(=O)N(CC(=O)N3CCc4ccccc4C3)C2=O)ccc1OCC(=O)O,-0.4,8,1
COc1ccc2nc(NC(C)=O)sc2c1,1.6,22,-7
CN(C)S(=O)(=O)c1ccc(NC(=O)c2cccnc2)cc1,-0.2,31,3
CCN1C(=O)[C@H]2[C@@H](c3ccc(C)cc3)N3C(=O)N(c4ccc(C)cc4)C(=O)[C@@]3(Cc3ccccc3)[C@H]2C1=O,-0.4,10,-23
COc1ccc(Nc2nc(N)nc(CSC(=S)N3CCCCC3)n2)cc1,-0.1,22,-31
NC(=O)c1c(NC(NC(=O)c2ccco2)(C(F)(F)F)C(F)(F)F)sc2c1CCCC2,1.3,17,-13
NC(=O)CN1CCN(C(=O)Nc2ccccc2)CC1,-1.7,10,0
Cc1ccc(-c2nnc(Oc3ccc(NC(=O)c4ccccc4)cc3)c3ccccc23)cc1,x,12,-6
Brc1ccc(/C=C/C=N/Nc2nc3ccccc3s2)cc1,0.6,9,-17
COCCn1c(-c2cccc(Br)c2)nc2c(c(=O)c3ccccc3n2C)c1=O,1.1,4,-32
Cc1[nH]c2ccccc2c1C(=O)C(=O)N1CCCc2ccccc21,-0.8,10,-19
COC(=O)c1c(NC(=O)CSc2nnc(C)c(=O)[nH]2)sc(C)c1C,-1.2,18,-6
CC(C)CC(=O)Nc1ccccc1-c1nnn(CC(=O)N2CCOCC2)n1,-0.4,-2,-12
CCCC/C=C1\CCc2c([nH]c3ccccc23)C1=O,-1.5,20,-22
CC(C)CC(=O)Nc1ccc(C(=O)NN2C(=O)c3ccccc3C2=O)cc1,-1.5,13,-6
Cc1ccc(NC(=O)C2CCCN2C(=O)NC2CCCCC2)c(C)c1 (configuration not stated),-1.5,12,-34
CC(=O)c1ccc2c(c1)N(C)c1ccccc1S2,-2.0,24,-8
CCOC(=O)c1nn(-c2ccc(C)cc2)c(=O)cc1OCC(=O)N1CCN(c2ccccc2)CC1,x,15,-8
COc1ccc(NC(=O)NC2CC3CCCC(C2)N3Cc2ccccc2)cc1 (configuration not stated),-0.9,15,-22
CC(C)Cn1c(N)c(C(=O)COC(=O)c2ccccc2C(=O)c2ccccc2)c(=O)n(C)c1=O,0.7,7,-5
Cc1c(O)c(=O)n(-c2ccccc2)n1C,-0.5,10,3
Cc1ccc(NC(=O)Cn2c(O)c(N=NC(=O)c3ccncc3)c3ccccc32)cc1,1.2,9,-14
CCOC(=O)/C=C1\CN(Cc2cc(OC)c(OC)c(OC)c2)S(=O)(=O)c2ccccc21,-0.7,22,0
O=C1c2ccccc2S(=O)(=O)c2cc(N3CCN(c4ccccc4)CC3)ccc21,0.4,17,-8
N/C(=N\OC(=O)c1cccc2ccccc12)c1ccc(Br)cc1,-1.8,9,-8
Cc1ccsc1-c1ccnc(-n2cccc2)n1,2.6,9,-3

# Some of these compounds in order of count of non-hydrogen atoms, rising.
SMILES,STK33 kinase inh,OX1R antag-1,OX1R antag-2
CC(=O)c1ccc2c(c1)N(C)c1ccccc1S2,-2.0,24,-8
O=C1c2ccccc2S(=O)(=O)c2cc(N3CCN(c4ccccc4)CC3)ccc21,0.4,17,-8
Cc1ccc(NC(=O)Cn2c(O)c(N=NC(=O)c3ccncc3)c3ccccc32)cc1,1.2,9,-14
CCOC(=O)c1nn(-c2ccc(C)cc2)c(=O)cc1OCC(=O)N1CCN(c2ccccc2)CC1,x,15,-8

# Structures shown so far that contain a nitro group on carbon (two):
SMILES,STK33 kinase inh,OX1R antag-1,OX1R antag-2
COc1ccc(N(CC(=O)Nc2ccc(C(N)=O)cc2)S(=O)(=O)c2ccc(C)c([N+](=O)[O-])c2)cc1,-0.4,29,-11
O=C(c1cc(N2CCOCC2)c(F)cc1[N+](=O)[O-])N1CCOCC1,0.6,23,-4

# (next part)
SMILES,STK33 kinase inh,OX1R antag-1,OX1R antag-2
O=C(NNc1ccc(F)cc1F)c1c(F)cccc1Cl,-1.4,8,-21
O=C(Nc1ccc(S(=O)(=O)N2CCCc3ccccc32)cc1)C1CCCO1 (configuration not stated),-1.8,9,-4
Cc1ccc(S(=O)(=O)N2CCN(C(=O)CSc3ccc(F)cc3)CC2)cc1,-1.6,8,-14
CCN(Cc1nc2cc(Cl)ccc2c(=O)[nH]1)C(=O)COc1ccccc1Cc1ccccc1,x,9,-2
CN(CC(=O)Nc1ccccc1C(F)(F)F)C(=O)C1CC1,-1.9,-3,9
CC1Cc2cc(/C(O)=C3/C(=O)C(=O)N(CCN4CCOCC4)C3c3ccc(N(C)C)cc3)ccc2O1 (configuration not stated),-0.4,4,-12
CC(=O)Nc1ccc(NC(=O)c2cc[n+]([O-])cc2)cc1,-1.0,18,-6
O=C1c2cccc3cccc(c23)C(=O)N1CCCSc1ncn[nH]1,1.8,29,-17
CSCc1cc(N(C)C)nc(SCc2ccc(Cl)cc2Cl)n1,-1.8,18,-6

# Assay outcomes as filed in PubChem BioAssay.
